APEX1 inh – inhibitors of human APE1 endonuclease; P27695; recombinant APE1, TAMRA/BHQ-2 abasic DNA cleavage fluorescence; Potency, µM (doses to about 65.8 µM), without a hit: at the top dose activity change, negative = inhibition, actives largely listed as inhibitors; actives 0.35% (n = 350,000); AID 2517;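 note: potency is the fitted concentration of half-maximal effect; plate controls were vehicle for no effect and reference inhibitor for full effect; nearly all actives have a fitted effect of over 55% in size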
Target sequence (P27695 whole entry, looked up): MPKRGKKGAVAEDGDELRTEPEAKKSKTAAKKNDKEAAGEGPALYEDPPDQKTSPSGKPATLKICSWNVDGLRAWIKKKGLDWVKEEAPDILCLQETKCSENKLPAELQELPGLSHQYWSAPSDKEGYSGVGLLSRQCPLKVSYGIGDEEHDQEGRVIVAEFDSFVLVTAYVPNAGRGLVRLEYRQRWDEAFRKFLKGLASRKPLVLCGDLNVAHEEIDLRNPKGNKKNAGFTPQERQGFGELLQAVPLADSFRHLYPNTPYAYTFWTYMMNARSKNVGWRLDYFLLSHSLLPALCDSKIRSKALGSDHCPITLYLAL
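APE1 at 0.75 nM preincubated 15 min at room temperature with compound. Reaction then started with 50 nM double-stranded THF-abasic substrate labelled with TAMRA/BHQ-2, and 525/598 nm fluorescence read kinetically. Activity taken as third-minus-first read difference, normalized to DMSO and NSC13755 controls.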
12-LOX inh – inhibitors of human 12S-lipoxygenase ALOX12. purified 12hLO, xylenol orange hydroperoxide absorbance. actives 1.1% (n = 580,000). P18054. AID 1671190. Potency, µM (series often up to 108 µM), without a hit: at the top dose activity change, negative = inhibition, actives largely listed as inhibitors; note: potency is the fitted concentration of half-maximal effect; % is set by controls: 0 for no effect and ±100 for the full control effect
Target sequence (P18054 whole entry, looked up): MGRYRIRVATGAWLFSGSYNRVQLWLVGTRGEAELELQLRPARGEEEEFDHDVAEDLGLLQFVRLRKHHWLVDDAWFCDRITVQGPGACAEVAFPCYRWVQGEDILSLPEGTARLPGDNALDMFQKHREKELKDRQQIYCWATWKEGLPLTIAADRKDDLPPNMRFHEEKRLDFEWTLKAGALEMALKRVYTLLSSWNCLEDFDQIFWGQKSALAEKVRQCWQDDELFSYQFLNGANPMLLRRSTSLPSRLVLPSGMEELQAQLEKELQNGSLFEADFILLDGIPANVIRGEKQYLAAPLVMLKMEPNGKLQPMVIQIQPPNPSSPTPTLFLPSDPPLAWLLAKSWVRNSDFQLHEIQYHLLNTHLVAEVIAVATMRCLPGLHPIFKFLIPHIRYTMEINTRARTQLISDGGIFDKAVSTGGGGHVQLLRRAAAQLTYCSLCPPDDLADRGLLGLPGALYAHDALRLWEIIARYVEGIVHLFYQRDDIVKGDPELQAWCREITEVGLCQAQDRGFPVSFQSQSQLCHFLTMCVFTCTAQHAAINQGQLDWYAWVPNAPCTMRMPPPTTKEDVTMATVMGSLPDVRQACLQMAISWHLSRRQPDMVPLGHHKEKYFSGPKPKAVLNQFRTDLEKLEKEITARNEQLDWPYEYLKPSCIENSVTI
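Hydroperoxide product was detected by ferrous iron/xylenol orange as the 573 to 405 nm absorbance ratio. Arachidonic acid at 40 uM (final) was turned over for 30 min at room temperature by 150 nM human 12hLO, pH 7.0 Hepes buffer, after 15 min compound preincubation.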
LDHA inh – blocks human lactate dehydrogenase A | purified LDHA, NADH/diaphorase-resazurin fluorescence; stronger effect = lower value | AID 1347041 | actives 0.15% (n = 480,000) | P00338 | activity change, % (values are at about 110 or 230 µM); in the data active = activity change below about -30%; inconclusive = mostly about -25% to -30%;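 note: plate controls were DMSO wells for no effect and wells without enzyme for full effect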
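LDH5 2 nM; NADH 0.06 mM, pyruvate 0.2 mM; 200 mM Tris pH 7.4, EDTA, Tween-20; 5 min RT. Detection: diaphorase 0.133 mg/mL + resazurin 37 µM, fluorescence ex540/em590 at 0 and 20 min; normalized to enzyme-free and DMSO wells.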
POLH inh – DNA polymerase eta (human) inhibition | Q9Y253 | Potency, µM (series often up to 114 µM), for inactives: at the highest dose activity change, negative = inhibition, usual class: inhibitors | actives 1.2% (n = 390,000) | recombinant Pol eta, fluorescent DNA replication assay; note: potency is the fitted concentration of half-maximal effect; % is set by controls: 0 for no effect and ±100 for the full control effect
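Fluorescent replication assay: 50 nM final substrate added after a 15 min room-temperature compound preincubation with 10 nM enzyme. Signal taken at 0 min and again at 10 min.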
Anesthetic bind – binds horse apoferritin like a general anesthetic; apoferritin/1-aminoanthracene competitive binding, fluorescence; Potency, µM (doses to about 77.5 µM), for the others: at the highest dose activity change, negative = displacement, hits mostly inhibitors; actives 0.074% (n = 350,000); AID 485281; note: potency is the fitted concentration of half-maximal effect; % is set by controls: 0 for no effect and ±100 for the full control effect; nearly all actives have a fitted effect of over 20% in size
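Probe: 1-aminoanthracene (50% saturated, PBS). Protein: horse-spleen apoferritin, 10 uM. Incubation: 10 min, room temperature. Detection: 380 nm excitation, 535 nm emission. Analysis: normalized response, four-parameter Hill.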
Pol kappa inh – DNA polymerase kappa (human) inhibition; Potency, µM (highest dose often 107 µM), inactives show at the top dose activity, negative = inhibition, usual class: inhibitors; actives 0.53% (n = 400,000); purified Pol kappa, fluorescent DNA synthesis assay, 10 min; note: potency is the fitted concentration of half-maximal effect; % is set by controls: 0 for no effect and ±100 for the full control effect
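First, compounds were pin-transferred onto 10 nM Pol kappa. After 15 min at room temperature, substrate was added to 50 nM final. Fluorescence was then measured kinetically at 0 and 10 min.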
RGS4 inhibitor – human RGS4 inhibition; Potency, µM (highest dose often 114 µM), without a hit: top-dose activity change, negative = inhibition, hits mostly inhibitors; AID 504845; Transcreener GDP fluorescence polarization, RGS4-accelerated GTP hydrolysis; P49798; actives 0.039% (n = 390,000); note: potency is the fitted concentration of half-maximal effect; % is set by controls: 0 for no effect and ±100 for the full control effect; nearly all actives have a fitted effect of over 75% in size; some results filed as inactive show a strong effect at the top dose
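MLSMR compounds (23 nl, pin-transferred) preincubated 10 min at room temperature with a 500nM (2x) first reagent, then RGS4 at 900nM (2x) plus Transcreener GDP mix added; fluorescence polarization (620/688 nm) read before and after 90 min at 30 °C.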
ERG-DNA inh – blocks human ERG Ets domain binding to DNA; actives 0.028% (n = 370,000); fluorescence polarization, His-ERG Ets domain / labelled DNA; Potency, µM (doses to about 76.9 µM), for inactives: top-dose FP activity, negative = inhibition, most hits filed as inhibitors; AID 624246; P11308; active = well fitted inhibition curve with a large enough effect in the polarisation, with a control signal flat; inconclusive = small, poorly fitted or top-dose-only effect, or effect the other way, or a change in a side signal; inactive = no such curve, though single readings can be large or run the other way; the % refers to the polarisation;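 note: polarization taken with two DNA probes labelled with fluorescein and Texas red; potency is the fitted concentration of half-maximal effect; % of control where 0% means no effect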
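His-tagged ERG Ets domain (1 uM in the protein solution; 300mM KCl, 50mM Tris-HCl, 1mM EDTA, 1mM DTT, pH 7.5) received compound, then a probe mix of 5 nM fluorescein-DNA and 100nM Texas-615-DNA. Fluorescence polarization was read for both dyes.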
POLB inh – inhibitors of human DNA polymerase beta; Pol beta primer extension/strand displacement, fluorescence kinetic; Potency, µM (titrated, usually from 114 µM), inactives show top-dose activity change, negative = inhibition, actives largely listed as inhibitors; actives 1.3% (n = 340,000); note: potency is the fitted concentration of half-maximal effect; % is set by controls: 0 for no effect and ±100 for the full control effect
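Reaction started by 50 nM substrate onto compound-treated Pol beta (10 nM, 15 min preincubation, room temperature); plates read at 0 min and 10 min. Normalized concentration-effect data fitted by four-parameter Hill equation.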
Starred values were filed as active, the others as inactive; i = inactive; ? = inconclusive; · = no result given; & = joins results of further samples; [ ] = dose if it differs, or a comment. Unless noted, calls come from the whole dose curve; as a rule, active = well fitted curve in the direction sought with a large enough effect; inconclusive = small, poorly fitted or top-dose-only effect, or another doubt; inactive = no such curve, though single readings can be large; an effect the other way counts as inactive or inconclusive. Some of the compounds tested; rates above refer to the full screens.

SMILES	APEX1 inh	12-LOX inh	LDHA inh	POLH inh	Anesthetic bind	Pol kappa inh	RGS4 inhibitor	ERG-DNA inh	POLB inh
O=C(NCc1ccncc1)C1CCN(S(=O)(=O)Cc2ccccc2)CC1	?	2%	-4	-10%	-3%	5%	5%	·	-23%
COc1ccc(CCC(=O)Nc2ccc(S(=O)(=O)Nc3nccc(C)n3)cc2)cc1	24%	-10%	-1	-12%	-8%	-14%	8%	1%	12%
Cc1ccc(-c2noc(CCC(=O)NCc3ccccc3CN3CCOCC3)n2)cc1	3%	-13%	0	-13%	·	15%	-32%	-2%	·
CN(CC(=O)Nc1ccccc1C(F)(F)F)C(=O)Cc1ccc(S(=O)(=O)N2CCOCC2)s1	28%	-14%	3	-9%	·	-4%	-20%	16%	·
Cc1ccc(CSc2nc3ccccc3c(=O)[nH]2)cc1	0%	9%	-7	5%	?	-4%	30%	-2%	5%
C=C(Cl)COc1cc(C)cc2oc(=O)cc(CC)c12	-1%	-17%	2	-12%	-12%	6%	7%	7%	0%
O=C(C[n+]1cccc2ccccc21)c1ccc(Br)cc1	-10%	0%	-1	-9%	-10%	3%	2%	16%	3%
CCCN(CCC)CCCNC(=O)C1CCN(c2nc3ccc(CC)cc3s2)CC1	·	-15%	-2	8%	-15%	-15%	-1%	5%	2%
C=CCn1c(SCC(=O)Nc2cc(C)on2)nc2sc(CC)cc2c1=O	-1%	-31%	-1	-14%	-8%	-2%	-20%	-8%	5%
Cc1nc(N2CCN(Cc3ccc4c(c3)OCO4)CC2)c2oc3ccccc3c2n1	·	?	-6	-7%	·	-3%	-13%	0%	·
CCc1ccc(NC(=O)CCC(=O)Nc2nnc(C(F)(F)F)s2)cc1	58%	3%	-1	-17%	0%	2%	-7%	-16%	4%
COc1cccc2sc(N(Cc3cccnc3)C(=O)C3COc4ccccc4O3)nc12 (centres undefined)	·	-11%	-5	8%	40%[activator]	-9%[60.1 µM]	-18%	0%	-5%
O=C(COc1ccc2ccc(=O)oc2c1)Nc1ccc(CCO)cc1	27%	12%	-2	-4%	-11%	11%	-9%[56.9 µM]	-16%	17%
Cc1ccc(/C=C/C(=O)OCC(=O)NC(=O)NCc2ccco2)cc1	-12%	?	-3	50µM*	·	-45%	-34%	-2%	·
Cc1ccc(C(C(=O)NCc2ccccc2)N(C(=O)c2csnn2)c2cccc3ccccc23)o1 (centres undefined)	2%	-3%	10	-7%	-19%	-22%	-18%	3%	2%
COc1cc(CNC(=O)c2ccc3c(c2)N(C)C(=O)C2CCCCN32)cc(OC)c1OC (centres undefined)	·	-17%	3	-1%	-12%	-4%[60.1 µM]	6%	-4%	0%
COCCSc1nnc(NC(=O)c2ccc([N+](=O)[O-])cc2)s1	6%	-13%	-3	5%	-4%	-3%	14%	12%	-5%
O=C(NC(=S)Nn1cnc2c(cnn2-c2ccccc2)c1=O)c1ccc(Cl)cc1	?	?	-6	-10%	-5%	-3%	?	0%	?
CC(C)c1ccccc1-n1c(-c2cccnc2)n[nH]c1=S	4%	?	-2	-9%	-7%	-12%	-40%	6%	0%
CC(C)COC(=O)c1cc(-c2ccc(/C=N/n3cnnc3)o2)ccc1Cl	-5%	-14%	-8	3%	-7%	-28%	-27%	7%	?

Given bar-delimited: part of the list above.
Molecule | APEX1 inh | 12-LOX inh | LDHA inh | POLH inh | Anesthetic bind | Pol kappa inh | RGS4 inhibitor | ERG-DNA inh | POLB inh
CN(CC(=O)Nc1ccccc1C(F)(F)F)C(=O)Cc1ccc(S(=O)(=O)N2CCOCC2)s1 | 28% | -14% | 3 | -9% | · | -4% | -20% | 16% | ·
Cc1ccc(CSc2nc3ccccc3c(=O)[nH]2)cc1 | 0% | 9% | -7 | 5% | ? | -4% | 30% | -2% | 5%

Next section:
SMILES	APEX1 inh	12-LOX inh	LDHA inh	POLH inh	Anesthetic bind	Pol kappa inh	RGS4 inhibitor	ERG-DNA inh	POLB inh
O=C(CCN1C(=O)/C(=C/c2ccccc2F)SC1=S)N[C@@H](CO)Cc1ccccc1	-2%	?	-12	1%	-2%	-7%	59%[activator]	12%	29%
COc1ccc(NC(=S)NCCc2c(C)[nH]c3ccc(OC)cc23)cc1	14%	?	-5	-18%	-10%	3%	8%	-6%	-1%
COCCNC(=O)c1cccc(OC2CCN(Cc3ccc(Cl)c(F)c3)CC2)c1	12%	-23%	-7	-6%	-6%	-1%	-41%	-1%	-2%
COc1ccc(CNC(=O)c2ccc(N3CCCC3=O)cc2)cc1	0%	-3%	-1	-3%	-12%	-5%	20%	-4%	29%
Cc1ccc(C)c(CSC2=NC(C)(C)Nc3ccccc32)c1	·	?	11&1	·	155%[activator]	-5%	-7%	-1%	26%
CCCNC(=O)COC(=O)c1[nH]c(C)c(C(=O)OCC)c1C	2%	-18%	3	-8%	-4%	0%	7%	3%	20%
Cc1ccccc1NC(=O)CC1c2ccccc2CC(C)(C)N1C (centres undefined)	5%	i	-5	-21%	-18%	-9%	8%	-3%	93%
O=C(Nc1ccccc1Cl)N1CCC2(CC1)Oc1ccccc1C(=O)N2Cc1ccc(F)cc1	·	63%&5%[activator]	-5&-8	-22%	-6%	-16%	20%	5%	1%
O=C(CNC(=O)c1cccs1)OCc1ccc(Cl)cc1	7%	14%	0	-17%	8%	0%	-5%	8%	6%
O=C(NC1CCC(O)CC1)C1CCN(S(=O)(=O)c2c(Cl)cccc2Cl)CC1 (centres undefined)	49%	-6%	-8	-14%	·	7%	-15%	4%	·
CC(C)Cn1c(N)c(C(=O)CSc2ccccc2)c(=O)n(C)c1=O	2%	9%	-5	-18%	-9%	-2%	8%	·	15%
O=C(NP(=O)(N1CCCC1)N1CCCC1)C1=C(N2CCOCC2)/C(=C/c2cccc([N+](=O)[O-])c2)CC1	-2%	?	1	?	-21%	-8%	-11%	2%	-2%
COc1cc2c(cc1OC)C(C(=O)NC1CC1)C1c3ccccc3CCN1C2=O (centres undefined)	·	-6%	-4	-11%	·	-10%	12%	-16%	·
COc1ccc(OC)c(/C=C/C(=O)Oc2ccc(C(C)=O)cc2)c1	48%[activator]	2%	0	-5%	-4%	3%	-40%	2%	-6%
COc1cccc(-c2cn3c(n2)sc2cc(C(=O)NCCC4=CCCCC4)ccc23)c1	·	-18%	2	-14%	-3%	10%	23%	-2%	0%
O=c1[nH]c2ccccc2n1CCCN1CCN(C(c2ccccc2)c2ccccc2)CC1	-3%&-2%	·	·	-5%[57.1 µM]	-2%	-4%[19.4 µM]	·	·	-21%
CCCNc1nc2c(c(=O)[nH]c(=O)n2C)n1CCC(C)C	-6%	139%&38%[activator]	-2&0	-22%	-6%	0%	-6%	-5%	0%
Cc1ccc(NC(=O)c2ccccc2O)cc1	-6%	0%	9	-15%	-9%	4%	-11%	9%	6%
COc1ccccc1C(=O)Cc1ccccc1	·	-7%	3	-13%	·	-14%	-15%	2%	·
CC(C)Oc1ccc(C2CC(=O)N(c3ccccc3)C2=O)cc1 (centres undefined)	-1%	118%[activator]	-1	-26%	-19%	-24%	27%	-3%	-14%
Oc1cccc(C=Nc2cccc3ccccc23)c1O	1%	?	7	-16%	-14%	35µM*	?	6%	8.9µM*
COc1ccc(C(c2nnnn2C2CCCC2)N2CCc3ccccc3C2)cc1OC (centres undefined)	-1%	?	0	?	-20%	-9%	-34%	-7%	15%
CCn1cc(C(=O)NCCCN2CCC(C)CC2)c(=O)c2cc(S(=O)(=O)N(C)C3CCCCC3)ccc21	-14%	4%&-14%	-3&-4	0%&-16%	-21%&-11%	4%&-1%	-5%&-8%	6%&7%	6%&25%
CCOC(=O)c1cccc(NS(=O)(=O)c2c(C(=O)N3CCCCCC3)c(C)n(C)c2C)c1	65%	-20%	-2	-13%	-11%	0%	-11%[56.9 µM]	10%	-12%
Cc1ccc(CNS(=O)(=O)c2cc3c(cc2Cl)NC(=O)CO3)o1	·	-20%	0	-9%	27%	1%[60.1 µM]	-30%	1%	-20%
Clc1ccc(-c2nnc(-c3ccccc3)c(N3CCSCC3)n2)cc1	-2%	0%	-5	-13%	-16%	-4%	9%	-5%	?
Cc1onc(-c2c(Cl)cccc2Cl)c1C(=O)c1ccc(F)cc1	?	102%[activator]	-2	-24%	6%	-6%	-28%	-1%	-6%
O=C(c1ccc(Cl)cc1)N1CCCC(C(=O)N2CCc3ccccc3C2)C1 (centres undefined)	1%	-74%	2	-19%	-14%	-12%	-8%	14%	8%
COc1ccc(C)cc1NC(=O)c1cc(S(=O)(=O)N2CCC3(CC2)OCCO3)ccc1F	14%	0%	1	-2%	-16%	-29%	-7%[11.4 µM]	16%	?
CCOC(=O)c1[nH]cnc1C(=O)NC(C)C	5%	-7%	-7	-15%	-3%	-17%	-4%	-4%	17%
CC(C)CCNC(=O)C(=O)NCC1OCCCN1S(=O)(=O)c1cccs1 (centres undefined)	-13%	-3%	-3	5%	-15%	1%	21%	-6%	2%
COc1ccccc1NC(=O)COC(=O)C1CC2CCCC(C1)C2=O (centres undefined)	-5%	?	-1	-23%	·	-1%	-2%	1%	·
O=C(NC(=S)Nc1ccc(Br)cc1)C1CCC1	28%	0%	-2	-3%	-20%	-14%	-10%	-6%	18%
O=C(CSc1nnc(-c2cccnc2)n1-c1ccccc1)NCc1ccc2c(c1)OCO2	-4%	-3%	-2	9%	-10%	3%	7%	-2%	15%

High-throughput results deposited in PubChem by National Center for Advancing Translational Sciences (NCATS).
